Screening data (PubChem BioAssay)
CAL-PDZ inh HTS: blocks peptide binding to the human CAL PDZ domain | Q9HD26 | purified CAL PDZ, TMR-peptide fluorescence polarization, 1 h | inhibition, % at 24.9 µM | actives 0.92% (n = 300,000);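 active means mean inhibition of at least 30% with at least half of replicates also reaching 30%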;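 further: 0% = DMSO neutral control and 100% = excess unlabeled competitor peptide PRC23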
HTR5A ag: counter-screen for OPRM1-OPRD1 agonists: human HTR5A agonism; P47898; HTR5A agonist assay, luminescence, cell-based; activation, % at 9.3 µM; actives 0.61% (n = 340,000); AID 504692; in the data active means activation mostly above about 9.5%, no sharp cut-off; inactive means mostly below about 7.6%;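 further: 0% = cells with vehicle only and 100% = reference agonist; strong numbers were not always called active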
Target sequence (P47898 whole entry, looked up): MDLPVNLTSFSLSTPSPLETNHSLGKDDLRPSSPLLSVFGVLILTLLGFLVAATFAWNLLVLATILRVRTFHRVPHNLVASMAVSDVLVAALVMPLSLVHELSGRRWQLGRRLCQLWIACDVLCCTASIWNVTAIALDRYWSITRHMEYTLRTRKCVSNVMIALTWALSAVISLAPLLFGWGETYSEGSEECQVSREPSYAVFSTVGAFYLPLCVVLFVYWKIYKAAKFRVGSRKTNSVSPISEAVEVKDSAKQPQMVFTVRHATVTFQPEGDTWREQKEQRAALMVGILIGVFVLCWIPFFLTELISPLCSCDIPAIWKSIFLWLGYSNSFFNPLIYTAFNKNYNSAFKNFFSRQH
HTR5A inv ctr: counter-screen for OPRM1-OPRD1 inverse agonists: human HTR5A inverse agonism. P47898. HTR5A cell line, luminescence. inhibition, % at 9.3 µM. actives 0.083% (n = 340,000). AID 504634; in the data active means inhibition mostly above about 23%, no sharp cut-off; inactive means mostly below about 18%;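 further: 0% = cells with DMSO and 100% = no-cell wells with DMSO; some compounds called inactive have numbers as strong as hits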
cardiac RTF act: increases calcium sensitivity of human cardiac regulated thin filaments | IANBD-labeled TnC RTF fluorescence at EC20 calcium; 0% EC20 calcium, 100% full calcium | actives 0.24% (n = 340,000) | P19429+P45379 | activation, % at 7.2 µM;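 active means activation above the mean over all tested compounds plus 3 SD, cut at about 30% in these data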;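 further: rise in fluorescence read as greater calcium sensitivity of cardiac thin filaments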
V-ATPase pHluor: yeast V-ATPase proton transport regulation by pHLuorin. S. cerevisiae, pHLuorin cytosolic pH fluorescence. response, % at 10 µM. actives 0.37% (n = 350,000). AID 504577; in the data active means response mostly above about 7.3%, no sharp cut-off; inactive means mostly below about 5.4%; further: actives read high; inactives centre near 0; some compounds called inactive have numbers as strong as hits; reference of the scale not given here
Cardiac RTF inh: cardiac RTF calcium desensitization; AID 493244; IANBD-labeled cardiac RTF, Ca2+ fluorescence; inhibition, % at 7.15 µM; P19429+P45379; actives 0.12% (n = 340,000);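 active means inhibition above the mean inhibition of all tested compounds plus 3 SD, cut at about 17% in these data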;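 further: assay run at fixed EC70 calcium of 1.6 mM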
LANA DNA inh: inhibitors of KSHV LANA C-terminal domain DNA binding | MBP-C-LANA/FAM-LBS DNA binding, fluorescence polarization | actives 0.078% (n = 340,000) | inhibition, % at 9 µM | AID 504423;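 active means highest replicate inhibition at or above 60% at 9 µM, even if other replicates fall short; inactive means all replicates below 60% inhibition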;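 further: 0% = neutral control wells and 100% = 4 µM acridine orange control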
OPRM1-OPRD1 ag: agonists of human mu-delta opioid receptor heterodimerization | actives 0.3% (n = 340,000) | cells, OPRM1-OPRD1 heterodimerization, luminescence | AID 504326 | activation, % at 9.3 µM; in the data active means activation above about 18%;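 further: 0% = vehicle-treated cells and 100% = reference agonist; values of inactives mirror those of a sister screen read the other way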
MOR-DOR inv ag: inverse agonists of human mu-delta opioid receptor heterodimerization | P35372+P41143 | cell-based MOR-DOR heterodimer luminescence, inverse agonism | inhibition, % at 9.3 µM | actives 0.21% (n = 340,000) | AID 504357; in the data active means inhibition above about 22%, passing the limit was not always enough;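 further: 0% = cells with DMSO and 100% = wells without cells with DMSO; values of inactives mirror those of a sister screen read the other way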
Keap1 Nrf2 FP: Keap1-Nrf2 (human) interaction inhibition; Keap1 Kelch-Nrf2 peptide fluorescence polarization, 1536-well; inhibition, % at 9.4 µM; actives 0.15% (n = 340,000); in the data active means inhibition above about 12%;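 further: human Keap1 Kelch domain with fluorescein labeled Nrf2 9mer peptide probe; 0% = neutral control wells and 100% = peptide positive control; higher means more block of Keap1 binding to Nrf2 peptide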
Target sequence (Q14145 whole entry, looked up, the tested form may be a part): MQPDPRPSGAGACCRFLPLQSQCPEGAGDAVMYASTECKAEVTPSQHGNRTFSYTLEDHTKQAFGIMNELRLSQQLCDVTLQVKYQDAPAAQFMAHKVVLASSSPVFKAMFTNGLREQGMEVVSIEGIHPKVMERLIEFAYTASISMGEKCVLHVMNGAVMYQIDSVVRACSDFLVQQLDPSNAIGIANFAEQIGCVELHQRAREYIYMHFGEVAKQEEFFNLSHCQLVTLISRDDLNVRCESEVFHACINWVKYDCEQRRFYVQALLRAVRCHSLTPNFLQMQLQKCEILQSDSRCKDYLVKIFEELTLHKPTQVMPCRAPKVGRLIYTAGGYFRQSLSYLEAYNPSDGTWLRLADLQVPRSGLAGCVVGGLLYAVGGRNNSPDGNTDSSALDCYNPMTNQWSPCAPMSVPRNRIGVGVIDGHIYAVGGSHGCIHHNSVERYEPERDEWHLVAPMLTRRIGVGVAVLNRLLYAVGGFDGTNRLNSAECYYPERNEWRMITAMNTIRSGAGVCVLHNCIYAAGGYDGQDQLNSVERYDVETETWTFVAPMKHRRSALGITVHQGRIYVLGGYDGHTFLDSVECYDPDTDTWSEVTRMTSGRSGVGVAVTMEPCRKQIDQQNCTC
Active calls of the source: *.

Results for Cc1ccc(-n2cc(CN3CCCN(C=O)CC3)c(-c3ccc(F)cc3)n2)cc1 ?
CAL-PDZ inh HTS: -4; HTR5A ag: -2; HTR5A inv ctr: 6; cardiac RTF act: 1; V-ATPase pHluor: -2; Cardiac RTF inh: -8; LANA DNA inh: 1.0; OPRM1-OPRD1 ag: -1.4; MOR-DOR inv ag: 8; Keap1 Nrf2 FP: -4

How did O=C(COC(=O)C1CC(=O)N(Cc2ccccc2)C1)Nc1ccccc1F (stereo unspecified) do in these assays?
HTR5A ag: 1; HTR5A inv ctr: -9; cardiac RTF act: 0; V-ATPase pHluor: -3; Cardiac RTF inh: -6; LANA DNA inh: 0.3; OPRM1-OPRD1 ag: -2.5; MOR-DOR inv ag: 12; Keap1 Nrf2 FP: -1

How did Clc1cccc(Cl)c1CSc1nnc(-c2ccncc2)s1 do in these assays?
CAL-PDZ inh HTS: -1; HTR5A ag: 2; HTR5A inv ctr: 4; cardiac RTF act: -2; V-ATPase pHluor: -4; Cardiac RTF inh: -4; LANA DNA inh: 0.1; OPRM1-OPRD1 ag: 21*; MOR-DOR inv ag: -105; Keap1 Nrf2 FP: -2

How did Cc1ccccc1OCC(=O)NNC(=O)c1ccoc1C do in these assays?
HTR5A ag: 5; HTR5A inv ctr: -1; cardiac RTF act: 1; V-ATPase pHluor: 0; Cardiac RTF inh: 0; LANA DNA inh: -2.4; OPRM1-OPRD1 ag: -1.9; MOR-DOR inv ag: 8; Keap1 Nrf2 FP: -4

What do the screens show for `Clc1cccc(Cl)c1Cn1ccc(C2CC2)n1`?
CAL-PDZ inh HTS: -1; HTR5A ag: 3; HTR5A inv ctr: 3; cardiac RTF act: 3; V-ATPase pHluor: 1; Cardiac RTF inh: -9; LANA DNA inh: 2.0; OPRM1-OPRD1 ag: -0.3; MOR-DOR inv ag: 2; Keap1 Nrf2 FP: -1

How did NNC(=O)c1nc(-c2ccccc2)cc(-c2ccccc2)n1 do in these assays?
CAL-PDZ inh HTS: -5; HTR5A ag: 0; HTR5A inv ctr: -1; cardiac RTF act: -4; V-ATPase pHluor: -4; Cardiac RTF inh: -6; LANA DNA inh: 0.8; OPRM1-OPRD1 ag: -2.9; MOR-DOR inv ag: 14; Keap1 Nrf2 FP: 0

How did COc1cc(OC)cc(C(=O)NCC2CCCN(C(=O)c3oc(C)cc3C)C2)c1 (stereo unspecified) do in these assays?
CAL-PDZ inh HTS: 46*; HTR5A ag: -4; HTR5A inv ctr: 9; cardiac RTF act: -4; V-ATPase pHluor: -2; Cardiac RTF inh: 0; LANA DNA inh: -0.7; OPRM1-OPRD1 ag: -4.1; MOR-DOR inv ag: 21; Keap1 Nrf2 FP: -2

Results for COc1ccc(-n2c(SCC(=O)Nc3ccc4c(c3)OCO4)nc3c(c2=O)SCC3)cc1 ?
CAL-PDZ inh HTS: 0; HTR5A ag: 6; HTR5A inv ctr: -8; cardiac RTF act: 1; V-ATPase pHluor: -1; Cardiac RTF inh: -5; LANA DNA inh: -0.7; OPRM1-OPRD1 ag: -0.5; MOR-DOR inv ag: 3; Keap1 Nrf2 FP: -7

What do the screens show for `COc1ccc(C2c3cc(OC)c(OC)cc3CCN2S(C)(=O)=O)cc1OC` (stereo unspecified)?
CAL-PDZ inh HTS: -4; V-ATPase pHluor: -1; LANA DNA inh: 0.6; Keap1 Nrf2 FP: -5

What do the screens show for `Cc1cc2cc(CNC(=O)Nc3ccccc3)ccc2n1C`?
CAL-PDZ inh HTS: 0; HTR5A ag: 1; HTR5A inv ctr: 31; cardiac RTF act: -21; V-ATPase pHluor: 3; Cardiac RTF inh: -6; LANA DNA inh: 2.3; OPRM1-OPRD1 ag: -1.4; MOR-DOR inv ag: 8; Keap1 Nrf2 FP: 0

What do the screens show for `COc1ccc(NC(=O)COc2ccc(N(C)S(=O)(=O)c3ccc(C)cc3)cc2)cc1`?
CAL-PDZ inh HTS: -4; HTR5A ag: 1; HTR5A inv ctr: 19; cardiac RTF act: -13; V-ATPase pHluor: -2; Cardiac RTF inh: -1; LANA DNA inh: -3.3; OPRM1-OPRD1 ag: -2.5; MOR-DOR inv ag: 13; Keap1 Nrf2 FP: 4

How did COc1cccc(CN2CCNC(=O)C2CC(=O)NC2CCCC2)c1OC (stereo unspecified) do in these assays?
CAL-PDZ inh HTS: -6; HTR5A ag: 0; HTR5A inv ctr: -3; cardiac RTF act: -6; V-ATPase pHluor: 0; Cardiac RTF inh: 1; LANA DNA inh: 0.7; OPRM1-OPRD1 ag: -1.1; MOR-DOR inv ag: 5; Keap1 Nrf2 FP: -1

How did O=C(Nc1cc(S(=O)(=O)N2CCOCC2)ccc1Cl)C1CCC1 do in these assays?
CAL-PDZ inh HTS: -4; HTR5A ag: -3; HTR5A inv ctr: 7; cardiac RTF act: 3; V-ATPase pHluor: -1; Cardiac RTF inh: -23; LANA DNA inh: -1.4; OPRM1-OPRD1 ag: -4.3; MOR-DOR inv ag: 23; Keap1 Nrf2 FP: 0

How did CCOc1ccc(NC2=C(OC)C(=O)c3ccccc3C2=O)cc1 do in these assays?
CAL-PDZ inh HTS: 0; HTR5A ag: 1; HTR5A inv ctr: 15; cardiac RTF act: -9; V-ATPase pHluor: -2; Cardiac RTF inh: -10; LANA DNA inh: 3.2; OPRM1-OPRD1 ag: 7.3; MOR-DOR inv ag: -45; Keap1 Nrf2 FP: -5

How did O=C(CNC(=O)c1nc[nH]c1C(=O)NCC(=O)OCc1ccccc1)OCc1ccccc1 do in these assays?
CAL-PDZ inh HTS: -3; HTR5A ag: 7; HTR5A inv ctr: 9; cardiac RTF act: 5; V-ATPase pHluor: 1; Cardiac RTF inh: -2; LANA DNA inh: 2.0; OPRM1-OPRD1 ag: 1.0; MOR-DOR inv ag: -6; Keap1 Nrf2 FP: 2

What do the screens show for `O=S1(=O)NC[C@]23C[C@H](c4ccc(F)cc4)[C@@H](C[C@@H]21)O3`?
CAL-PDZ inh HTS: 4; HTR5A ag: -1; HTR5A inv ctr: 2; cardiac RTF act: -7; V-ATPase pHluor: 0; Cardiac RTF inh: -8; LANA DNA inh: 2.4; OPRM1-OPRD1 ag: -2.1; MOR-DOR inv ag: 12; Keap1 Nrf2 FP: 1

What do the screens show for `CCC(C)Sc1ccc(-c2nc3ccc(Cl)cn3c2NCc2ccccc2)cc1` (stereo unspecified)?
CAL-PDZ inh HTS: -3; HTR5A ag: 3; HTR5A inv ctr: -8; cardiac RTF act: 6; V-ATPase pHluor: -2; Cardiac RTF inh: 7; LANA DNA inh: 0.3; OPRM1-OPRD1 ag: 1.5; MOR-DOR inv ag: -9; Keap1 Nrf2 FP: -5

Results for COc1cc(/C=C(\C#N)C(=O)Nc2cc(C(F)(F)F)ccc2Cl)ccc1OCC(=O)Nc1cccc(C(F)(F)F)c1 ?
CAL-PDZ inh HTS: -2; HTR5A ag: 3; HTR5A inv ctr: 1; cardiac RTF act: 5; V-ATPase pHluor: -6; Cardiac RTF inh: -11; LANA DNA inh: -1.7; OPRM1-OPRD1 ag: -3.1; MOR-DOR inv ag: 14; Keap1 Nrf2 FP: -8

What do the screens show for `COc1ccc(-c2nn(Cc3ccccc3)cc2C(=O)N2CCN(c3ncccn3)CC2)cc1`?
CAL-PDZ inh HTS: -6; HTR5A ag: -2; HTR5A inv ctr: 5; cardiac RTF act: -3; V-ATPase pHluor: 0; Cardiac RTF inh: -6; LANA DNA inh: -0.7; OPRM1-OPRD1 ag: -1.6; MOR-DOR inv ag: 7; Keap1 Nrf2 FP: -5

How did CN1CCN(CC(C)(C)NS(=O)(=O)c2ccccc2)CC1 do in these assays?
CAL-PDZ inh HTS: -4; HTR5A ag: 5; HTR5A inv ctr: -17; cardiac RTF act: 1; V-ATPase pHluor: -4; Cardiac RTF inh: 2; LANA DNA inh: -0.1; OPRM1-OPRD1 ag: -4.8; MOR-DOR inv ag: 21; Keap1 Nrf2 FP: -4

What do the screens show for `CCOc1ccc(N2C(=O)C(Cl)=C(N3CCOCC3)C2=O)cc1`?
CAL-PDZ inh HTS: -2; HTR5A ag: 2; HTR5A inv ctr: -5; cardiac RTF act: 0; V-ATPase pHluor: 3; Cardiac RTF inh: -5; LANA DNA inh: -0.5; OPRM1-OPRD1 ag: -3.9; MOR-DOR inv ag: 20; Keap1 Nrf2 FP: 1

How did COc1ccc(C2Nc3ccccc3C(=O)N2c2ccccc2)cc1Cn1cc([N+](=O)[O-])cn1 (stereo unspecified) do in these assays?
CAL-PDZ inh HTS: -1; HTR5A ag: -4; HTR5A inv ctr: 10; cardiac RTF act: -4; V-ATPase pHluor: 2; Cardiac RTF inh: -12; LANA DNA inh: 1.1; OPRM1-OPRD1 ag: 5.3; MOR-DOR inv ag: -37; Keap1 Nrf2 FP: 1

Results for COc1cccc(/C=N/NC(=O)c2c(C)nc3ccc(Cl)cn23)c1O ?
CAL-PDZ inh HTS: 62*; HTR5A ag: 3; HTR5A inv ctr: -12; cardiac RTF act: 3; V-ATPase pHluor: 1; Cardiac RTF inh: -4; LANA DNA inh: 4.4; OPRM1-OPRD1 ag: -1.5; MOR-DOR inv ag: 8; Keap1 Nrf2 FP: -1

How did CCCCCCCCCCCCN1C(=O)CSC1c1cccnc1 (stereo unspecified) do in these assays?
HTR5A ag: -1; HTR5A inv ctr: -9; cardiac RTF act: 2; V-ATPase pHluor: -6; Cardiac RTF inh: 5; LANA DNA inh: -1.2; OPRM1-OPRD1 ag: 2.0; MOR-DOR inv ag: -10; Keap1 Nrf2 FP: 5

Results for Cc1nc(NCCO)c(C#N)c2c1COC(C)(C)C2 ?
CAL-PDZ inh HTS: -5; HTR5A ag: 0; HTR5A inv ctr: 15; cardiac RTF act: -6; V-ATPase pHluor: 1; Cardiac RTF inh: -4; LANA DNA inh: 0.0; OPRM1-OPRD1 ag: -0.9; MOR-DOR inv ag: 4; Keap1 Nrf2 FP: -3

How did COc1ccc(/C=N/OC(=O)Nc2ccccc2OC)cc1 do in these assays?
CAL-PDZ inh HTS: -1; HTR5A ag: 2; HTR5A inv ctr: -6; cardiac RTF act: 0; V-ATPase pHluor: 5; Cardiac RTF inh: -10; LANA DNA inh: -0.3; OPRM1-OPRD1 ag: -0.1; MOR-DOR inv ag: 0; Keap1 Nrf2 FP: -1

What do the screens show for `COc1ccc(S(=O)(=O)N2CCCC2CNC(=O)C(=O)NC2CCCCCC2)cc1` (stereo unspecified)?
HTR5A ag: -1; HTR5A inv ctr: 2; cardiac RTF act: -9; V-ATPase pHluor: 3; Cardiac RTF inh: -13; LANA DNA inh: -1.4; OPRM1-OPRD1 ag: -0.7; MOR-DOR inv ag: 5; Keap1 Nrf2 FP: 3

What do the screens show for `COc1ccccc1C(=O)NC(=O)CSc1nnnn1C`?
CAL-PDZ inh HTS: 0; HTR5A ag: 1; HTR5A inv ctr: -3; cardiac RTF act: -6; V-ATPase pHluor: 6; Cardiac RTF inh: -4; LANA DNA inh: 2.3; OPRM1-OPRD1 ag: -2.4; MOR-DOR inv ag: 9; Keap1 Nrf2 FP: -5

Results for CCNc1ccc(C(=O)OCC(=O)N2c3ccccc3NC(=O)C2(C)C)cc1[N+](=O)[O-] ?
CAL-PDZ inh HTS: -1; HTR5A ag: -6; HTR5A inv ctr: 16; cardiac RTF act: -3; V-ATPase pHluor: -1; Cardiac RTF inh: 2; LANA DNA inh: 2.3; OPRM1-OPRD1 ag: -2.2; MOR-DOR inv ag: 13; Keap1 Nrf2 FP: -4
